# SENP7 block: SENP7 protease inhibitors, primary screen, biochemical, luminescence, uHTS | Sentrin-specific protease 7 (Homo sapiens), Q9BQF6 | recombinant SENP7, Z-RLRGG-aminoluciferin luminescence, 40 min | inhibition, % at 5 µM | actives 1.5% (n = 330,000) | AID 434973, 2010;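 active = inhibition above about 50% at the single test dose, limit read from the data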;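 also: plate controls were DMSO with enzyme for no effect and no enzyme buffer wells for full effect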
# Target sequence (Q9BQF6 706-1050 limits assumed): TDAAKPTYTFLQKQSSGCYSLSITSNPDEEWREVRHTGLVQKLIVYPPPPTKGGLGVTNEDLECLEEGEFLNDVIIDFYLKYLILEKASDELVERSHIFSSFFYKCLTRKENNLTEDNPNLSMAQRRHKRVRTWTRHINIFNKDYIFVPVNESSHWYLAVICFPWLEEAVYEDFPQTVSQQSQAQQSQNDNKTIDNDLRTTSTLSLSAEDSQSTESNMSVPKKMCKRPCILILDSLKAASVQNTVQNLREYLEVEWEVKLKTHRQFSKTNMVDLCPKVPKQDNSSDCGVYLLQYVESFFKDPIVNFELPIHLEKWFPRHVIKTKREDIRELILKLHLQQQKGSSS
# NR3A LBD binder: binders of NR3A ligand-binding domain, primary screen, biophysical, differential scanning fluorimetry, uHTS | Glutamate receptor ionotropic, NMDA 3A (GRIN3A) ligand-binding domain | NR3A LBD differential scanning fluorimetry, Tm shift; 0% = protein alone, 100% = glycine-bound protein | Tm shift relative to glycine control, % at 25 µM | actives 2.5% (n = 340,000);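 active = melting temperature shift of at least 10% of the positive control shift, at one fixed dose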
# MPTP inh: mitochondrial permeability transition pore inhibitors, primary screen, biochemical, isolated mouse mitochondria, absorbance; Ca2+ swelling absorbance, 30 min; inhibition, % at 10 µM; actives 1.4% (n = 360,000); AID 602449, 2012;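 active = inhibition of 50% or more, scaled per plate between neutral and stimulator controls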;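 also: 0% = DMSO wells given calcium and 100% = 1 mM EGTA wells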
# HKDC1 inh: HKDC1 hexokinase inhibitors, primary screen, biochemical, fluorescence, uHTS; recombinant HKDC1, G6PDH/diaphorase resazurin coupled fluorescence; inhibition, % at 20 µM; actives 0.16% (n = 340,000);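 active = inhibition above about 35% when tested at 20 µM, limit read from the data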;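 also: plate controls were DMSO wells with enzyme for no effect and DMSO wells lacking enzyme for full effect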
#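 Test system: Recombinant HKDC1 (HK5) hexokinase enzyme, produced in-house | Input: HKDC1 at 5 µg/mL | Buffer or medium: Tris pH 8.0 buffer with MgCl2, Tween-20, BSA, BME | Schedule: 90 min reaction incubation at room temperature, dark | Technique: Resazurin-to-resorufin fluorescence via G6PDH and diaphorase coupling, 525/613 nm | Controls: DMSO wells with and without enzyme mix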
# SENP6 inh: SENP6 protease inhibitors, primary screen, biochemical, luminescence, uHTS; Sentrin-specific protease 6 (Homo sapiens), Q9GZR1; Recombinant SENP6 catalytic domain, aminoluciferin luminescence; inhibition, % at 10 µM; actives 1.8% (n = 330,000); AID 2599, 2010;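 active = inhibition above about 50% at the single tested dose, limit read from the data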;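 also: plate controls were DMSO wells with enzyme for no effect and DMSO wells lacking enzyme for full effect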
# Target sequence (Q9GZR1 628-1112 limits assumed): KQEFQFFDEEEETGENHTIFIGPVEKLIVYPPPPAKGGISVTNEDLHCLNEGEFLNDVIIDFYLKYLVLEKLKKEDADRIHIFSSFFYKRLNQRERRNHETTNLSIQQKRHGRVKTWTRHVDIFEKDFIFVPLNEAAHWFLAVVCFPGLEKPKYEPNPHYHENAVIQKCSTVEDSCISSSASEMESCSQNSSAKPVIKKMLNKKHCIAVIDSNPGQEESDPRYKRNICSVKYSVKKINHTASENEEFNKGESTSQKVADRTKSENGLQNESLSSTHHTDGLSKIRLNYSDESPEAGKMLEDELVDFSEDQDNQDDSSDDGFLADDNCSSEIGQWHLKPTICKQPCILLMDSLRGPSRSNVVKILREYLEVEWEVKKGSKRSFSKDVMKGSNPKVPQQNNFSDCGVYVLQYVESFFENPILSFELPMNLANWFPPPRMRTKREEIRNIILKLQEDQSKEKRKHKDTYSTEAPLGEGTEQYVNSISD
# PfGluPho inh: PfG6PD enzyme inhibitors, primary screen, biochemical, fluorescence intensity, uHTS; glucose-6-phosphate dehydrogenase-6-phosphogluconolactonase (Plasmodium falciparum 3D7); PfGluPho enzyme, NADPH resazurin-diaphorase fluorescence; inhibition, % at 20 µM; actives 0.78% (n = 350,000); AID 504690, 2011;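 active = inhibition reaching at least a set limit at 20 µM in the primary screen, cut at about 59% in these data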;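 also: 0% = DMSO wells with substrate and 100% = DMSO wells lacking glucose-6-phosphate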
# SENP8 block: human SENP8 protease inhibitors, primary screen, biochemical, fluorescence, Nedd8 protein substrate, uHTS; Sentrin-specific protease 8 (Homo sapiens), Q96LD8; recombinant SENP8; inhibition, % at 20 µM; actives 0.64% (n = 360,000); in the data active = inhibition mostly above about 40%, no sharp cut-off; inactive = mostly below about 27%
# Target sequence (Q96LD8 whole entry, looked up): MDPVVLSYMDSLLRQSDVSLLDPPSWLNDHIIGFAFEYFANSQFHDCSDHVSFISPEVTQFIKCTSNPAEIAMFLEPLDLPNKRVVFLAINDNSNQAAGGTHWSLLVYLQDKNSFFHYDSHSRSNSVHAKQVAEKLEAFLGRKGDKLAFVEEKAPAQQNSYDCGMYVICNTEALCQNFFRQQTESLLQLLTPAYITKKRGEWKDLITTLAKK
# ATG4B inhibitor: ATG4B protease inhibitors, primary screen, biochemical, fluorescence, uHTS; Cysteine protease ATG4B (Homo sapiens), Q9Y4P1; ATG4B cleavage of LC3-PLA2, NBD-HPC fluorescence, 1 h; inhibition, % at 8.33 µM; actives 0.51% (n = 340,000); AID 504462, 2011; in the data active = inhibition above about 40%
# Starred values were filed as active, the others as inactive; · = not tested or not shown.
SMILES,SENP7 block,NR3A LBD binder,MPTP inh,HKDC1 inh,SENP6 inh,PfGluPho inh,SENP8 block,ATG4B inhibitor
Cc1nn(Cc2n[nH]c(=S)n2Cc2ccccc2)c(C)c1Cl,10,0,1.2,-4,14,35,22,26
O=C(COC(=O)c1cnccn1)NCCc1ccc(Cl)cc1,5,-2,-0.8,4,8,8,-14,0
CCc1cccc(NC(=O)Cn2cc3c(n2)CCCC3)c1,-12,3,1.0,-3,-10,-3,6,-1
Cn1cc(Cl)c(C(=O)NNC(=S)NC2CCCCC2)n1,1,0,0.1,-12,-16,9,16,4
CC1CCN(S(=O)(=O)c2ccc3[nH]c(=O)cc(C(=O)O)c3c2)CC1,4,1,-2.2,-8,-6,-10,-13,2
CCCCc1nnc(SCC(=O)Nc2nccs2)n1C,0,1,-0.9,-1,14,7,10,-6
Cc1ccc(CNC(=O)c2sc3nc4c(c(C(F)(F)F)c3c2N)CCC4)cc1,1,-5,1.2,0,-4,20,-15,-1
Cc1ccccc1-c1nc2cc(Cl)ccc2o1,81*,2,0.9,-1,16,22,10,-7
Cn1c(=O)c2[nH]c(NN=Cc3ccc(Br)cc3)nc2n(C)c1=O,·,-4,0.0,-6,·,7,-191,-2
CCOC(=O)C1=NN(c2cccc(C)c2)C2(S1)SC(C(C)=O)=C(C)N2c1ccccc1 (stereo unspecified),-5,2,2.1,0,-10,7,23,3
O=C(NCCc1ccccc1)C1CCN(c2nc3ccccc3o2)CC1,1,1,-1.3,-5,-2,-4,14,0
CCOc1ccc(-c2nc3n(c(=O)c2C#N)CCS3)cc1,-2,-2,0.3,-6,-22,-8,-301,-12
CCc1ccc2oc(-c3cc(N=Cc4cccc(OC)c4O)ccc3O)nc2c1,89*,-9,·,6,86*,-1,·,3
COc1ccc(CN(CC2CCC(C(=O)O)CC2)C(=S)Nc2ccc(C)c(Cl)c2)cc1 (stereo unspecified),7,-12,-0.3,-4,-9,-23,-1,-3
CC(C)OCC1Cn2c(nc3c2c(=O)n(C)c(=O)n3C)O1 (stereo unspecified),-2,-1,0.2,-10,-16,7,-4,-7
Cn1c(=O)n(C)c2cc(NC(=O)C(F)(F)F)ccc21,-5,1,0.8,5,-12,-4,-1,0
CS(=O)(=O)c1ccc(NC(=O)CCN2C(=O)NC3(CCCC3)C2=O)cc1,5,1,1.1,-8,9,4,1,-8
O=C(NCc1ccccc1Cl)c1cccc(NC(=O)c2ccccc2)c1,-4,-9,5.0,-5,5,7,29,48*
CN(c1ccc(OCC(=O)NC2CCCC2)cc1)S(=O)(=O)c1cccs1,5,-2,1.7,0,0,0,20,-3
Cc1cccc(C)c1NC(=O)N1CCCC1C(=O)Nc1ccc(-n2cnnn2)cc1 (stereo unspecified),-8,1,-2.6,-2,-6,4,-3,-4
O=C(O)c1ccc(NS(=O)(=O)c2ccc(N3C(=O)CCC3=O)cc2)cc1,7,-3,-1.3,-4,-2,-19,3,4
COC(=O)Cc1ccc(N(Cc2ccccc2F)S(=O)(=O)c2ccc(Br)cc2)cc1,2,-1,8.6,-2,-6,15,13,5
O=C(Nc1ccc(F)cc1)c1nc(S(=O)(=O)Cc2ccccc2)ncc1Cl,-8,0,0.5,4,1,18,18,-16
CC1=NN(C(=O)CCc2ccccc2)C(O)(c2ccncc2)C1 (stereo unspecified),8,0,-0.8,-7,-18,-25,14,1
CC(=O)Nc1ccc(NC(=O)C2CCN(C(=O)NC3CCCCC3)CC2)cc1,6,4,-2.9,-4,0,1,9,4
Cc1cccc(C)c1NC(=O)COC(=O)c1cc[n+]([O-])cc1,4,2,-1.4,4,23,-22,27,1
Cc1cc(C)cc(N(CC(=O)NCC2CCCO2)C(=O)CN2C(=O)COc3ccccc32)c1 (stereo unspecified),4,0,-0.1,-10,-16,3,9,-4
O=C(N/N=C/c1c[nH]c2ccc(Br)cc12)c1ccncc1,-3,26*,-0.3,-8,-17,32,1,7
CCOC(=O)[C@@H]1[C@H]2COc3ccccc3[C@H]2N2C(=O)N(c3ccc(OC)cc3)C(=O)[C@]12C,-5,0,-1.0,-4,-4,7,3,-12
COc1ccc(C(=O)COC(=O)CN2C(=O)c3ccccc3C2=O)c(OC)c1,-6,2,-0.4,4,-6,-8,1,-4
CCOc1ccc(Oc2c(/C=N/NC(=O)COc3ccccc3OC)c(C)nn2-c2ccccc2)cc1,-1,-13,1.6,0,-8,20,6,-13
O=C(NCCCNC(=O)c1cc(Cl)ccc1Cl)c1cnccn1,-1,-2,-0.5,-6,-12,2,0,-3
CCCCN(CC)CCNC(=O)c1nn(-c2ccc(OC)cc2)c(=O)c2c1c1ccccc1n2C,-2,-2,-0.7,-2,0,1,-380,-1
COc1ccc(CCNC(=O)CSC2=NS(=O)(=O)c3ccccc3N2)cc1OC,1,-2,-0.1,-1,-3,-13,4,2
Cc1ccccc1N(C(=O)Cc1c[nH]c2ccccc12)C(C(=O)NC1CCCCC1)c1ccco1 (stereo unspecified),-4,-2,-0.6,-9,-13,-11,10,39
O=C(N/N=C/c1c[nH]c2ccccc12)c1ccn[nH]1,-5,11*,-3.2,5,-26,9,-49,-5
Cc1cccc(N2CCN(C(=O)Cc3c(C(=O)O)[nH]c4ccc(Cl)cc34)CC2)c1C,15,-4,0.7,17,-6,-23,6,32
CSC1=NCCN1C(=O)C(C)Oc1ccccc1 (stereo unspecified),9,1,-2.5,-1,-6,14,5,-5
CC(C)c1cc(O)c(-c2ccccc2)c(=O)n1-c1ccc(Cl)cc1,-9,0,5.2,-4,-14,-19,17,7
O=C1CC(Cc2ccc(Cl)cc2)C(=O)N1c1ccncc1 (stereo unspecified),-3,1,-2.9,-6,13,5,26,-3

# Brought forward from above: two entries, then new ones.
SMILES,SENP7 block,NR3A LBD binder,MPTP inh,HKDC1 inh,SENP6 inh,PfGluPho inh,SENP8 block,ATG4B inhibitor
CC(C)c1cc(O)c(-c2ccccc2)c(=O)n1-c1ccc(Cl)cc1,-9,0,5.2,-4,-14,-19,17,7
O=C1CC(Cc2ccc(Cl)cc2)C(=O)N1c1ccncc1 (stereo unspecified),-3,1,-2.9,-6,13,5,26,-3
Cc1nnc(SCC(=O)NC2CCCc3c2cnn3-c2ccccc2F)o1 (stereo unspecified),8,2,-1.5,-5,-8,15,12,-6
CCC(NS(=O)(=O)c1ccc(OC)cc1)C(=O)NCCC1=CCCCC1 (stereo unspecified),-2,-2,-2.0,-10,-7,4,10,-3
CCNC(=S)N/N=C/c1cccc(/C=N/NC(=S)NCC)c1,-3,0,3.6,-1,1,-5,-33,-12
COc1ccc(N2CCN(C(=O)C3CCCO3)CC2)cc1 (stereo unspecified),5,-1,-1.3,10,-10,-7,17,19
COc1ccc(NC(=O)CCn2cc(C)c3ccccc32)cc1,11,-2,-0.9,-7,-8,25,7,1
CCc1noc(C)c1C(=O)N(C)CC(=O)Nc1ccc(Cl)c(Cl)c1,5,2,-0.4,3,-23,-11,-1,6
CCc1ccc(N2CC(C(=O)N3CCCCCC3)CC2=O)cc1 (stereo unspecified),2,-1,0.2,5,-11,-13,8,11
Cc1ccc(C(=O)NCCNc2ccc(Cl)cc2[N+](=O)[O-])o1,-8,-2,7.8,-4,-5,-1,35,-10
CCCCCC/C(C=O)=C\c1ccccc1,0,2,0.0,0,8,11,12,-3
O=C(O)c1ccc(NS(=O)(=O)/C=C/c2ccccc2)cc1,-4,-1,-2.3,4,-12,-37,18,5
C=CCn1c(N)c(C(=O)Nc2ccccc2OC)sc1=S,5,-2,-0.7,-7,11,9,29,-5
COc1ccc(S(=O)(=O)N(CC(=O)N2CCN(c3ccccc3)CC2)c2ccccc2)cc1,3,1,0.7,0,-11,-7,12,-4
CCOc1cc(/C=C2\C(=O)N(Cc3ccco3)C(C)=C2C(=O)OC)ccc1O,6,-4,0.4,17,3,33,10,-2
CCOC(=O)C1CCCCN1C(=O)CCc1c(C)nc2cc(-c3ccccc3)nn2c1C (stereo unspecified),1,-1,0.1,2,-2,7,-377,-3
COCc1c(Br)c(C)nc(OCC(=O)N/N=C/c2ccc(C)o2)c1C#N,4,0,0.4,-3,1,6,5,-4
COC(=O)C1=C(C)NC(C)=C(C(=O)OC)C1c1ccccc1[N+](=O)[O-],-2,3,·,-6,-16,75*,-32,5
Cc1ccc(S(=O)(=O)N(C)c2ccc(C(=O)NCCc3ccccc3)cc2)cc1,2,1,-0.7,1,1,20,11,10
C/C(CC(=O)NC1CCCCC1)=N\NC(=O)COc1ccc(C)cc1Br,-1,0,0.0,-3,-10,-1,-2,-8
Cc1ccc(NC(=O)CC2C(=O)NCCN2C(=S)Nc2ccccc2)c(C)c1 (stereo unspecified),7,0,0.2,0,19,-6,27,4
Cc1cc(CSC(=N)N)c(CSC(=N)N)cc1C,3,1,-5.1,1,-45,14,27,2
Cn1nnc(NC(=O)c2ccc3ccccc3c2)n1,5,-1,-1.0,-4,16,-2,-3,-16
N#Cc1cc(-c2ccccc2)cn(Cc2c(Cl)cccc2Cl)c1=O,-6,11*,0.1,-13,-17,-5,-308,-8

# Sorted by formula weight (low to high): some entries from above.
SMILES,SENP7 block,NR3A LBD binder,MPTP inh,HKDC1 inh,SENP6 inh,PfGluPho inh,SENP8 block,ATG4B inhibitor
CCCCCC/C(C=O)=C\c1ccccc1,0,2,0.0,0,8,11,12,-3
Cc1cc(CSC(=N)N)c(CSC(=N)N)cc1C,3,1,-5.1,1,-45,14,27,2
C=CCn1c(N)c(C(=O)Nc2ccccc2OC)sc1=S,5,-2,-0.7,-7,11,9,29,-5
Cc1ccc(C(=O)NCCNc2ccc(Cl)cc2[N+](=O)[O-])o1,-8,-2,7.8,-4,-5,-1,35,-10
COC(=O)C1=C(C)NC(C)=C(C(=O)OC)C1c1ccccc1[N+](=O)[O-],-2,3,·,-6,-16,75*,-32,5
N#Cc1cc(-c2ccccc2)cn(Cc2c(Cl)cccc2Cl)c1=O,-6,11*,0.1,-13,-17,-5,-308,-8
CCOc1cc(/C=C2\C(=O)N(Cc3ccco3)C(C)=C2C(=O)OC)ccc1O,6,-4,0.4,17,3,33,10,-2
Cc1ccc(S(=O)(=O)N(C)c2ccc(C(=O)NCCc3ccccc3)cc2)cc1,2,1,-0.7,1,1,20,11,10
COCc1c(Br)c(C)nc(OCC(=O)N/N=C/c2ccc(C)o2)c1C#N,4,0,0.4,-3,1,6,5,-4
C/C(CC(=O)NC1CCCCC1)=N\NC(=O)COc1ccc(C)cc1Br,-1,0,0.0,-3,-10,-1,-2,-8
CCOC(=O)C1CCCCN1C(=O)CCc1c(C)nc2cc(-c3ccccc3)nn2c1C (stereo unspecified),1,-1,0.1,2,-2,7,-377,-3
COc1ccc(S(=O)(=O)N(CC(=O)N2CCN(c3ccccc3)CC2)c2ccccc2)cc1,3,1,0.7,0,-11,-7,12,-4

# From PubChem
